UBC9 SUMO inh = SUMOylation inhibition; inhibition, % at 35 µM; P63279; 290,000 tested, 0.36% active; HTRF SUMOylation assay, SAE1/SAE2 + UBC9, in vitro; in the data active means inhibition above about 50%, passing the limit was not always enough; further: strong numbers were not always called active
MEKK3 PB1 HTS = MEKK3-MEK5 PB1 interaction, increase or decrease | Q99759 | bead-based flow cytometry, Alexa488-MEK5 binding to MEKK3; actives lie on both sides; 0 = blocked by unlabeled MEK5, 100 = vehicle | AID 1529 | binding response (% of control), % at 10 µM | 290,000 tested, 1.4% active;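 active means binding response more than 3 SD above or below the average of its plate-row segment, actives on both sides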;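 further: Alexa488 bead fluorescence after subtracting the streptavidin-only scavenger bead signal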
p-CIP stab down = compounds decreasing mouse p/CIP protein stability | decrease of EGFP signal, % at 10 µM | AID 1984 | 290,000 tested, 0.01% active | F442A p/CIP-EGFP cells, EGFP fluorescence, 16 h | Q05BA5;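 active means EGFP signal decrease of at least 30% at 10 µM or well 3 SD below plate mean, unless failing retest; inactive means the rest, including hits failing retest or dose response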; further: some compounds called inactive have numbers as strong as hits; many of its hits are not listed in these tables
Target sequence (Q05BA5 1-1403): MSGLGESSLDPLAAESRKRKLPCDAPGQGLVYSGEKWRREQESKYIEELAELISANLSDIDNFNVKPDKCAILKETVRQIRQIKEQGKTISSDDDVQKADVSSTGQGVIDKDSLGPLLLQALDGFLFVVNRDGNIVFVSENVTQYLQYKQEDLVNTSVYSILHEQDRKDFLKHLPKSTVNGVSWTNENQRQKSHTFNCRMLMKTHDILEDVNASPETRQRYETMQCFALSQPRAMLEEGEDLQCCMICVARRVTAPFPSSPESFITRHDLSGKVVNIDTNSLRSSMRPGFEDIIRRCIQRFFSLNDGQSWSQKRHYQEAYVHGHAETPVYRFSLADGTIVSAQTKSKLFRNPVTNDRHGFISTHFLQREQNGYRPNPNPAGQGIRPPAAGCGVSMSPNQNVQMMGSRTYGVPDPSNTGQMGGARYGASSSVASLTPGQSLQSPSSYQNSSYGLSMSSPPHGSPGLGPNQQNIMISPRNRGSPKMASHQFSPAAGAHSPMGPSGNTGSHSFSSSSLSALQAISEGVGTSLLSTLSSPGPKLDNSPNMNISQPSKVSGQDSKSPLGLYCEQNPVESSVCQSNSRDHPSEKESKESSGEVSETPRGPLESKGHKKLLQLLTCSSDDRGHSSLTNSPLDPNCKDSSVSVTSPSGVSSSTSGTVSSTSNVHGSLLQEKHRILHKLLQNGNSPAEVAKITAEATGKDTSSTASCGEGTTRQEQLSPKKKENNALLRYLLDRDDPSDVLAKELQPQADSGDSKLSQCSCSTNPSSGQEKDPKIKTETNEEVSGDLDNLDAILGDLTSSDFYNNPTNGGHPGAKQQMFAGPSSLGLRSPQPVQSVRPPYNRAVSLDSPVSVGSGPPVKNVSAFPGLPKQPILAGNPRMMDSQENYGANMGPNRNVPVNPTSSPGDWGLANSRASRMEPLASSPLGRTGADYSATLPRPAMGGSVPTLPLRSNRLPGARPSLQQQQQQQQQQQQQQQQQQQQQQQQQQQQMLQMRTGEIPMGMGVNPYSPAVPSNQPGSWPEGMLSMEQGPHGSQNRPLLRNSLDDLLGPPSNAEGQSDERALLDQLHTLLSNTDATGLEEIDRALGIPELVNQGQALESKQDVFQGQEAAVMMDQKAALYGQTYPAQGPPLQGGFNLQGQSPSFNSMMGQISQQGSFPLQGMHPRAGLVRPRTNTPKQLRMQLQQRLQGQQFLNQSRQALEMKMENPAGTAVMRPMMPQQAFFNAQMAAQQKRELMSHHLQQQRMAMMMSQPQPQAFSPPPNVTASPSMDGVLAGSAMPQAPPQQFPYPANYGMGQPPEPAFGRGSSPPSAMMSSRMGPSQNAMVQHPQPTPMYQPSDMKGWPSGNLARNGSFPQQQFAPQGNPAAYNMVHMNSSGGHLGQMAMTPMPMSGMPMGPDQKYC
MEKK2mut PB1 HTS = signal of MEK5 binding to mutant human MEKK2 PB1 domain; bead flow cytometry, Alexa488-MEK5 binding to MEKK2 mutant; percent response, % at 10 µM; 290,000 tested, 0.35% active; in the data active means percent response above about 24%, passing the limit was not always enough; further: inactives centre near 1; some results filed as inactive read as strong as hits; reference of the scale not given here
PfM18AAP inh = PfM18AAP enzyme inhibition; 290,000 tested, 1.2% active; recombinant PfM18AAP, H-Glu-NHMec fluorogenic cleavage; inhibition, % at 7.35 µM;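 active means inhibition above the campaign mean inhibition over all tested compounds plus 3 SD, cut at about 28% in these data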;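 further: 0% = plate median of test compound wells and 100% = 2 mM ZnCl2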
IDE act = activators of human insulin-degrading enzyme in cells | P14735 | HEK cells, FAbeta-B cleavage, fluorescence polarization; 0% vehicle, 100% cell-free pure enzyme wells | activation, % at 5.96 µM | 340,000 tested, 0.073% active;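 active means activation above the mean of all tested compounds plus 3 SD, set per screening campaign, cut at about 17% in these data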
IDE inh = cellular human IDE inhibition; HEK cells, FAbetaB cleavage, fluorescence polarization; inhibition, % at 5.59 µM; 320,000 tested, 0.41% active;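 active means percent inhibition above the average of all tested compounds plus 3 SD, set per screening campaign, cut at about 16% in these data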;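 further: IDE supplied by intact live HEK cells; FP after avidin binding of uncleaved biotin substrate so inhibition keeps polarization high; 0% = DMSO wells and 100% = 60 µM reference IDE inhibitor Ii1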
MEKK2wt PB1 HTS = raises or lowers MEK5 binding to wildtype human MEKK2 PB1 domain | binding response (% of control), % at 10 µM | 290,000 tested, 1.1% active | bead flow cytometry, Alexa488-MEK5 binding to MEKK2 WT; actives lie on both sides | AID 1531 | Q9Y2U5; in the data active means binding response below about 67% or above about 130%
NALP1 yeast inh = blocks the NALP1 inflammasome reconstituted in yeast. S. cerevisiae NALP1/ASC/caspase-1 growth, X-gal OD620, 72 h. inhibition, % at 10 µM. 280,000 tested, 0.61% active. AID 2071; in the data active means inhibition mostly above about 24%, no sharp cut-off; inactive means mostly below about 32%; further: some compounds called inactive have numbers as strong as hits
Active calls of the source: *; nt = not tested or not shown; [ ] = remark or other dose. Not all compounds are listed; rates above refer to the full screens.

Molecule	UBC9 SUMO inh	MEKK3 PB1 HTS	p-CIP stab down	MEKK2mut PB1 HTS	PfM18AAP inh	IDE act	IDE inh	MEKK2wt PB1 HTS	NALP1 yeast inh
Cc1cc(C)c(NC(=O)CSc2nnc(-c3ccncc3)n2Cc2ccco2)c(C)c1	10.9	105.0	-11.3	5.0	1.2	0.0	2.6	105.0	14.6
O=C(NC1CCSC1=O)c1ccc(Oc2cccc(C(F)(F)F)c2)nc1 (stereo not given)	18.4	105.0	7.6	3.0	-0.6	0.9	-0.5	105.0	-1.5
O=C(c1ccccc1)c1ccc2nc(Nc3ccccc3)c3nncn3c2c1	21.1	102.0	-12.3	-4.0	0.1	0.9	-5.4	95.0	nt
O=C1c2[nH]nc(-c3ccccc3O)c2C(c2cccc(Cl)c2)N1CC1CCCO1 (stereo not given)	-8.3	nt	-7.3	nt	6.7	-1.8	-3.3	nt	21.6
O=C(NCCc1ccccc1)C1CCCN1C(=O)Nc1ccc(Cl)cc1 (stereo not given)	2.0	90.0	-24.3	1.0	-3.7	6.7	2.1	101.0	12.2
O=C(Nc1sc2c(c1C(=O)O)CCCC2)c1ccccc1Cl	9.5	104.0	9.4	5.0	5.3	9.3	-0.1	108.0	9.1
CC(C)CNc1nc(N)c([N+](=O)[O-])c(NCC2CCCO2)n1 (stereo not given)	-6.1	95.0	-4.9	-3.0	4.3	0.5	-1.0	94.0	14.1
CCOC(=O)CNc1nc(Cl)nc(NC(C)(C)C)n1	-2.6	130.0*	1.1	2.0	-6.8	2.4	2.8	119.0	-5.2
O=C(NCc1ccccc1Cl)c1cnccc1C(F)(F)F	9.5	101.0	-11.6	8.0	1.4	3.8	6.3	97.0	1.2
COc1ccccc1-c1coc2cc(OC(=O)N3CCOCC3)ccc2c1=O	16.2	87.0	-6.4	-4.0	-4.6	nt	2.2	83.0	nt
Cc1ccc(SCC2(O)CCN(C(=O)c3ccc(Cl)cc3)CC2)cc1	12.9	93.0	4.3	-7.0	10.3	2.2	9.2	93.0	-1.1
Nc1ccccc1C(=O)/C=C/c1ccc2c(c1)OCO2	14.8	98.0	-20.8	-3.0	-6.7	4.1	-5.0	96.0	31.5
Cc1nc(NC(=O)COC(=O)CCc2nc3ccccc3s2)c(Cl)cc1Cl	-14.5	101.0	0.5	9.0	-0.1	1.1	1.2	114.0	25.4
O=C(O)COc1ccc(S(=O)(=O)c2ccc(OCC(=O)O)cc2)cc1	25.0	nt	-23.4	nt	2.3	4.2	3.2	nt	6.5
Cc1cc(NC(=O)CSc2ncn(-c3ccccc3)n2)no1	-8.1	96.0	1.8	-6.0	-4.6	-2.6	-0.1	99.0	-8.0
Cc1ccc(NC(=S)NNC(=O)CCn2cc(C)cn2)cc1	-3.0	96.0	-19.7	3.0	5.0	-3.0	1.3	103.0	-14.8
Cc1ccc(N(Cc2ccco2)C(=O)c2cccc(S(=O)(=O)N(C)C)c2)cc1	3.7	103.0	-11.2	4.0	-2.0	2.6	3.8	103.0	7.2
Cc1nn(-c2ccccc2)c(C)c1C(=O)NCc1ccc(F)cc1	-10.3	105.0	4.7	-1.0	2.9	1.2	-0.1	104.0	35.5
O=[N+]([O-])c1ccccc1OC/C(=N\O)c1ccccc1	6.8	107.0	-12.8	12.0	-2.8	2.5	2.1	104.0	13.2
COc1ccc(-n2ncc(C(C)NS(=O)(=O)c3cccs3)c2C)cc1 (stereo not given)	-8.1	102.0	0.1	-5.0	7.1	3.1	-1.7	102.0	11.7
CCN1CCN(c2cc(C)c3cc(NC(=O)CCC(=O)Nc4ccc(OC)c(OC)c4)ccc3n2)CC1	9.1	104.0	-0.8	7.0	2.5	3.5	2.3	110.0	4.0
Cc1occc1C(=O)NNC(=O)Cc1ccccc1	8.9	104.0	-2.0	3.0	8.6	0.8	2.8	107.0	-15.7
Cc1cc(Nc2cccc(Cl)c2)n2ncnc2n1	2.3	103.0	-8.1	-4.0	-4.9	1.5	1.2	95.0	27.2
O=C(NCCCN1CCN(c2ccccc2F)CC1)Nc1ccc(F)cc1	5.2	106.0	5.8	17.0	2.8	7.1	2.9	119.0	5.0
CC1CCC2(CC1)NC(=O)N(CC(=O)c1ccc[nH]1)C2=O (stereo not given)	6.8	97.0	-11.4	-8.0	-4.6	3.6	2.5	96.0	9.0
Cc1ccc(NC(=O)Cn2nc([N+](=O)[O-])c(Br)c2C)cc1C	3.9	103.0	-15.7	4.0	1.6	1.2	-4.2	102.0	6.4
CCOc1cc(CN2CCCCC2)ccc1OC	20.1	100.0	-10.7	1.0	-1.9	-3.6	8.9	98.0	-7.8
CCN1CCCC1CNC(=O)Cn1cccc1C(=O)c1ccccc1 (stereo not given)	8.6	100.0	-1.5	4.0	-0.1	3.0	-0.8	104.0	32.0
CCC(=O)c1ccc(OCC(O)Cn2nc(C)c(C(C)=O)c2C)cc1 (stereo not given)	-1.1	103.0	-8.4	2.0	1.3	2.0	3.5	100.0	7.5
CCCCc1ccc(S(=O)(=O)NCCCN2CCCC2=O)cc1	-1.5	97.0	-7.7	2.0	3.1	5.9	1.4	98.0	16.3
NC(=O)c1cc(-c2csc(-c3cccnc3)n2)ccc1O	6.9	108.0	2.4	7.0	0.8	-0.5	4.1	119.0	18.9
CC1CCCCC1NC(=O)c1cccc(NC2=NC3CS(=O)(=O)CC3S2)c1 (stereo not given)	7.6	103.0	9.9	3.0	-7.0	-14.5	5.6	101.0	-9.0
Cc1nn(C(C)C(=O)NCC2CCCO2)c(=O)c2c1sc1ccccc12 (stereo not given)	4.7	98.0	-6.0	1.0	2.5	-6.0	1.2	101.0	-14.3
Cn1c(SCC(N)=O)nnc1C1CCN(S(=O)(=O)c2ccccc2C(F)(F)F)CC1	5.0	97.0	-4.2	2.0	1.1	7.2	2.4	102.0	13.1
O=C(CCCCn1c(=O)c2ccccc2n(CC(=O)NC2CCCC2)c1=O)NC1CCCC1	2.2	73.0	-8.7	-14.0	-6.2	-3.8	2.0	86.0	7.6
CCOc1ccc(N=CC2=C(O)CC(c3ccco3)CC2=O)cc1 (stereo not given)	14.4	101.0	-8.4	-2.0	5.6	0.6	-2.8	103.0	15.6
Oc1[nH]c2ccccc2c1N=NC(=S)N1CCOCC1	-62.2	104.0	-0.9	1.0	7.0	-6.0	0.6	98.0	-2.6
CCOC(=O)C1CCN(C(=O)c2cccc(S(=O)(=O)Nc3ccc(C)cc3C)c2)CC1	7.3	101.0	-11.3	-3.0	-7.7	0.3	3.4	98.0	9.1
S=C1NCN(Cc2cccnc2)CN1Cc1ccccc1	10.8	99.0	-1.4	0.0	-3.9	4.3	-2.7	99.0	-4.3
Cc1c(NC(=O)CN2C(=O)NC(C)(c3ccc4c(c3)OCCO4)C2=O)c(=O)n(-c2ccccc2)n1C (stereo not given)	-11.0	103.0	10.5	19.0	-1.4	-1.1	4.6	110.0	37.2
CCCOc1ccc(C(C(=O)OCCN(CC)CC)c2ccccc2)cc1 (stereo not given)	-12.1	103.0	10.2	10.0	10.3	-0.2	1.3	117.0	27.3
Cc1ccc2cccc(NC(=S)NC(=O)c3ccn(C)n3)c2n1	9.7	104.0	0.6	-2.0	5.1	1.6	-3.6	104.0	-2.5
Cc1cccc(/C=N/NC(=O)c2ccc(NC(=O)c3ccccc3Cl)cc2)n1	-16.1	98.0	-22.5	-11.0	2.6	2.2	1.6	92.0	22.0
COc1ccc(S(=O)(=O)Nc2ccccn2)cc1	3.1	94.0	8.1	-3.0	-4.4	3.1	0.0	90.0	11.0
CCOC(=O)c1ccc(N=c2sc(C(=O)OC)cc(=O)n2C2CC2)cc1	nt	111.0	nt	5.0	-0.2	3.9	1.2	102.0	nt
Cc1ccc(NC(=O)c2cnn(-c3ccccc3)c2C)c(C)c1	10.3	101.0	11.1	0.0	-9.2	0.2	-1.4	77.0	0.4
CCOC(=O)C1CCN(C(=O)COc2ccc(Br)cc2Br)CC1	-20.2	105.0	9.1	2.0	-5.2	0.5	1.5	101.0	-4.6
CC(C(=O)Nc1sccc1C(N)=O)N1C(=O)C2CC=CCC2C1=O (stereo not given)	6.8	104.0	10.8	3.0	-2.3	1.8	0.4	105.0	-8.2
O=C(NC1CC1)C1C2C3C4CC5C3C5C4C12 (stereo not given)	22.2	95.0	0.4	-4.0	0.2	0.2	-4.1	97.0	19.6
C=CCNC(=O)Nc1ccc(F)cc1F	10.1	99.0	-19.8	-5.0	-1.2	0.2	2.2	99.0	14.5

The list goes on:
Molecule	UBC9 SUMO inh	MEKK3 PB1 HTS	p-CIP stab down	MEKK2mut PB1 HTS	PfM18AAP inh	IDE act	IDE inh	MEKK2wt PB1 HTS	NALP1 yeast inh
O=C(Nc1ccc2c(c1)OCCO2)C1CCN(C(=O)c2ccccc2)CC1	-15.0	96.0	-21.1	-8.0	1.0	-3.3	4.2	98.0	-9.6
Cc1cc(=O)oc2c(CN3CCCCC3)c(O)c(Cl)cc12	32.3	105.0	0.0	11.0	-2.5	10.4	-1.5	104.0	nt
CCCc1cc(=O)n2[nH]c(C(F)(F)F)nc2n1	-3.7	92.0	-5.2	-20.0	-1.3	-1.8	0.2	87.0	0.4
Cc1nn(CC(=O)NCc2ccccc2)c(=O)c2cccn12	8.6	104.0	-2.8	7.0	0.6	3.4	7.1	108.0	0.7
CCCc1ccc(OCc2ccc(C(=O)N3CCCC3)o2)cc1	6.1	100.0	-8.2	1.0	-3.3	-2.9	4.5	103.0	7.1
CC1=Nn2c(nnc2-c2ccccn2)SC1	23.5	99.0	-4.5	-2.0	1.6	1.9	0.3	98.0	1.8
O=C(C1CCCO1)N1CCN(C(=S)Nc2ccccc2F)CC1 (stereo not given)	-0.4	127.0	0.9	0.0	3.9	1.5	-2.4	104.0	15.1
C=CCc1cccc(/C=N/NC(=O)c2ccc3nc[nH]c3c2)c1O	nt	103.0	-13.4	10.0	23.5	-4.9	-3.0	109.0	6.5
O=C(CN1C(=O)S/C(=C/c2ccccn2)C1=O)N1CCOCC1	3.1	101.0	-9.0	3.0	5.6	7.7	0.0	101.0	-19.4
COc1cc(Cl)ccc1NC(=O)COc1ccccc1C(=O)NN	-1.7	116.0	3.8	3.0	-21.3	5.2	6.8	105.0	0.3
CCC(=O)Oc1cccc(C(=O)Nc2cccc(NC(=O)c3ccco3)c2)c1	-0.8	100.0	-10.3	1.0	4.8	3.3	2.9	97.0	-17.6
COc1ccc(Nc2nc(Nc3ccc(OC)cc3)nc(-n3[nH]c(=O)c(C)c3C)n2)cc1	-9.9	103.0	-11.1	0.0	0.8	3.4	-2.5	102.0	-1.5
CCc1ccc(-c2nn(Cc3ccccc3)cc2/C=C/C(=O)O)cc1	26.2	90.0	-5.8	-8.0	1.5	2.3	3.8	93.0	-0.1
CC1(C)CC(=O)C2=C(C1)N1C(=C(C#N)C2c2ccc(Cl)cc2)N=C(N)c2ccccc21 (stereo not given)	12.1	1.0*[inhibitor]	-0.6	-14.0	9.7	1.5	-1.9	2.0*[inhibitor]	15.7
O=C(O)CCCNC1=NCCC1	13.0	104.0	-0.2	10.0	3.8	-0.9	-8.8	109.0	0.3

Given with two lines to a compound: 2 of the compounds above
Sequence of screens – UBC9 SUMO inh, MEKK3 PB1 HTS, p-CIP stab down, MEKK2mut PB1 HTS, PfM18AAP inh, IDE act, IDE inh, MEKK2wt PB1 HTS, NALP1 yeast inh
> CC1=Nn2c(nnc2-c2ccccn2)SC1
 : 23.5, 99.0, -4.5, -2.0, 1.6, 1.9, 0.3, 98.0, 1.8
> O=C(C1CCCO1)N1CCN(C(=S)Nc2ccccc2F)CC1 (stereo not given)
 : -0.4, 127.0, 0.9, 0.0, 3.9, 1.5, -2.4, 104.0, 15.1
